ARFGAP1 inhibitor – inhibits rat ARF GTPase activating protein 1; Q62848; Arfgap1-stimulated ARF1 GTP hydrolysis, GDP FP detection; inhibition, % at 16.5 µM; 360,000 compounds, 0.26% hits;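 active = inhibition above a per-plate limit, mean inhibition of low control wells plus 3 SD, cut at about 25% in these data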;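 note: 0% = DMSO wells with enzyme and 100% = wells lacking Arfgap1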
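system = rat Arfgap1 catalytic domain, aa 1-136 | technique = FP, GDP Alexa 633 tracer displaced from anti-GDP antibody, 620/688 nm | compound = one concentration, 16.5 µM, DMSO 1.26% | medium = HEPES-based buffer, pH 7.5 | timing = compound-enzyme preincubation 20 min, reaction 120 min, detection 60 min, 25 °C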
ASAP1 inh – blocks human ASAP1-stimulated Arf1 GTP hydrolysis; GDP FP detection; inhibition, % at 16.5 µM; 360,000 compounds, 0.19% hits; Q9ULH1; in the data active = inhibition above about 25%;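 note: 0% = vehicle with enzyme and substrate and 100% = no enzyme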
ADAM10 inh – inhibitors of human ADAM10; 370,000 compounds, 0.62% hits; O14672; AID 720582; inhibition, % at 7 µM; recombinant ADAM10, EDANS/DABCYL FRET peptide cleavage, 3 h;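 active = inhibition above a per-campaign cutoff equal to the mean of compounds falling between control-based bounds plus 3 SD, cut at about 20% in these data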;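 note: 0% = DMSO wells while the 100% control is not disclosed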
Target sequence (O14672 214-748 limits assumed): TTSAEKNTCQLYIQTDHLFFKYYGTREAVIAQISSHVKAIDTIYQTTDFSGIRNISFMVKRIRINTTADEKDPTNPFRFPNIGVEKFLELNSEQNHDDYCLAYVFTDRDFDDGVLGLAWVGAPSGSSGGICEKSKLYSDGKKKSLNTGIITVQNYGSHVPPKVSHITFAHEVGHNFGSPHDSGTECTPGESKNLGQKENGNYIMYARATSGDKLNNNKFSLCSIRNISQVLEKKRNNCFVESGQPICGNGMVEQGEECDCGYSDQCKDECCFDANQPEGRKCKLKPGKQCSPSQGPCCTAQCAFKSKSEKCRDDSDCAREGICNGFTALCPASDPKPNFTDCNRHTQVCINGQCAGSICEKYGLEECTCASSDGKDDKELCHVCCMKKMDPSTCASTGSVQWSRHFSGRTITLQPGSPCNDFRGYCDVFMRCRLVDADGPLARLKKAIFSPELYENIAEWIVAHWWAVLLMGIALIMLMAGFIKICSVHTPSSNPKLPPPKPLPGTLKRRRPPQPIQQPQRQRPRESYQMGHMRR
NPR1 activator – GC-A (human) enzyme activation; AID 1671463; activation, % at 10 µM; P16066; 370,000 compounds, 0.14% hits; HEK293 GC-A cells, cGMP TR-FRET, EC30 ANP; 0% at EC30 ANP, 100% saturating ANP; in the data active = activation above about 40%
sPLA2-III inh – Blocks human group III sPLA2 activity. Q9NZ20. QFRET BODIPY PC-A2 liposome hydrolysis, fluorescence. inhibition, % at 12.2 µM. 370,000 compounds, 0.56% hits. AID 743126;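 active = inhibition above mean plus 3 SD of compounds lying within the high and low control bounds, cut at about 19% in these data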;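 note: 0% = median of test compound wells and 100% = no enzyme DMSO wells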
GAA850 FXN act – increases GAA850 frataxin promoter reporter activity; HEK293 lucGAA850 FXN promoter luciferase reporter, 24 h; percent of 10 µM SAHA response; activation, % at 6 µM; 360,000 compounds, 0.56% hits;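 active = activation above the average of all compounds screened plus 3 SD, cutoff fixed separately per campaign, cut at about 7.5% in these data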;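 note: 0% = DMSO wells and 100% = 10 µM SAHA wells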
GC-B act – GC-B (human) receptor activation | P20594 | HEK293-GC-B cells, CNP EC30, cGMP TR-FRET; 0% at EC30 CNP, 100% saturating CNP | activation, % at 10 µM | 370,000 compounds, 0.11% hits | AID 1920062;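 active = activation at 10 µM reaching about 35% in either raw or pattern-adjusted values, limit read from the data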
rCAG RNA binder – r(CAG) repeat RNA binding | TO-PRO-1 dye displacement fluorescence | inhibition, % at 3 µM | 370,000 compounds, 1.3% hits;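 active = inhibition above the plate cutoff, the mean of all test compounds on that plate plus 3 SD, cut at about 35% in these data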;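 note: 0% = DMSO alone and 100% = 100 µM mitoxantrone as full dye displacement; higher means more dye released from RNA so lower well fluorescence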
Tn6 DDE FP – disrupts Tn6 cyclic peptide binding to fibrin D-Dimer-E complex; inhibition, % at 8.3 µM; 370,000 compounds, 0.21% hits; Fibrin DD(E) TRITC-Tn6 fluorescence polarization displacement;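 active = inhibition above a per-campaign cutoff: mean of compounds within control limits plus 3 SD, cut at about 15% in these data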;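 note: 0% = median of all compound wells on the plate and 100% = blocking peptide control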
Target sequence (P02675 whole entry, looked up): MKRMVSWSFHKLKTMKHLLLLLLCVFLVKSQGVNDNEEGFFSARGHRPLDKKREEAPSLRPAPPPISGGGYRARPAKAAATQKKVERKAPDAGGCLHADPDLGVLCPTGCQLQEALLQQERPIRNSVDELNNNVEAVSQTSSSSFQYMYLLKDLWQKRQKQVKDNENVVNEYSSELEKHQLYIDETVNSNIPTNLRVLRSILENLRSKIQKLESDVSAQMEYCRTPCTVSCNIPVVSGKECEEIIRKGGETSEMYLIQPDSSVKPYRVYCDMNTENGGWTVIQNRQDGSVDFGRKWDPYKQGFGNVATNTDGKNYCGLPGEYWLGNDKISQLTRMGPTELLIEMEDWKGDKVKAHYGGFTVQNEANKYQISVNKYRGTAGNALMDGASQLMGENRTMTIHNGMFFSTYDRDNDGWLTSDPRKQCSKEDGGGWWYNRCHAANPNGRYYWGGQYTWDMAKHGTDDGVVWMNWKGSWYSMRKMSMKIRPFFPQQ
KLK7 zymogen act – activates the human kallikrein-7 zymogen | purified proKLK7, EDANS-DABCYL substrate fluorescence; 100% is mature enzyme control, 0% vehicle | activation, % at 7 µM | P49862 | 370,000 compounds, 0.9% hits;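 active = activation above the mean of all tested compounds plus 3 SD, computed per campaign excluding outliers beyond control limits, cut at about 13% in these data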
Numbers without * were called inactive; x = no result given.

SMILES	ARFGAP1 inhibitor	ASAP1 inh	ADAM10 inh	NPR1 activator	sPLA2-III inh	GAA850 FXN act	GC-B act	rCAG RNA binder	Tn6 DDE FP	KLK7 zymogen act
Cc1occc1C(=O)N1N=C(C2CC2)CC1(O)C(F)(F)F (stereo not drawn)	-10	-6	-13	-3	-6	2.6	-5	2	-2	-0.2
CC(C)CCNC(=O)CC1C(=O)N(Cc2ccccc2)C(C)c2nc3ccccc3n21 (stereo not drawn)	-6	-12	0	1	3	-3.3	1	-5	5	-0.2
CCCn1c(N)c(C(=O)CN(C)CC(=O)Nc2ccccc2CC)c(=O)[nH]c1=O	1	0	-8	-1	2	0.3	0	0	-7	-0.3
CC(=O)Nc1ccc(-c2ccnc3c2CC(C)(C(=O)NCc2ccc(F)c(F)c2)O3)cc1 (stereo not drawn)	0	-5	0	-1	2	-8.5	-1	1	2	0.4
CC(C)(C)/C(COc1ccccc1[N+](=O)[O-])=N/O	-3	2	5	-4	-3	0.1	2	-2	4	-0.4
C[C@H](NC(=O)C[C@@H]1C=C[C@@H](NC(=O)CN2CCOCC2)[C@@H](CO)O1)c1ccccc1	3	8	-3	-2	14	x	5	0	0	0.0
Cc1ccc(N(CC(=O)NC2CCCCC2C)S(=O)(=O)c2c(C)nn(C)c2C)cc1 (stereo not drawn)	8	-6	-6	5	2	1.1	0	-5	-4	0.3
S=C(NCc1ccc(Cl)cc1)NC1CCN(Cc2ccccc2)CC1	0	10	13	-2	-12	-1.1	0	-3	-3	0.1
COC(=O)c1cn(NC(=O)c2cccc(OC)c2)c(=O)c2ccccc12	-7	7	2	1	-2	-2.4	-1	5	4	0.1
O=C(CSCc1c(Cl)cccc1Cl)Nc1ccccc1C(=O)N1CCOCC1	2	2	-3	3	14	0.1	2	3	0	-0.4
Cc1n[nH]c(C)c1S(=O)(=O)NCCc1ccc(Cl)cc1	-8	0	-4	3	1	-0.1	-1	-3	-3	0.7
CN(C(=O)COc1ccc2c(-c3ccccc3)cc(=O)oc2c1)C1CCS(=O)(=O)C1 (stereo not drawn)	-15	-2	-12	-1	-6	1.2	0	-2	1	0.4
CC(=O)c1cccc(OCC(=O)OCC(=O)Nc2cc(S(=O)(=O)N3CCCCC3)ccc2C)c1	3	-9	-2	0	-3	1.7	1	7	4	0.1
CCCCNC(=O)Cn1cnc2c(cnn2-c2ccc(C)cc2)c1=O	-2	-8	-3	5	1	-0.6	-1	-2	0	-0.1
O=P(C1=C(N2CCOCC2)/C(=C\c2ccccc2)CC1)(N1CCOCC1)N1CCOCC1	11	22	0	-2	-4	6.0	-2	-5	-4	-3.2
COc1ccc(Nc2nnc(SCC(=O)c3cc(C)n(CC4CCCO4)c3C)s2)cc1 (stereo not drawn)	7	-6	3	-8	-12	-1.9	-2	3	-1	-0.2
CC1CC(C)(C)CC2(C1)NC(=O)N(CC(=O)N1CCN(S(=O)(=O)c3cccs3)CC1)C2=O (stereo not drawn)	-1	-5	-8	5	2	-3.5	9	7	10	-0.4
CCCN1CNc2c(c(=O)[nH]c(=S)n2CCc2c(Cl)cccc2Cl)C1	x	x	-5	-4	4	x	-6	x	4	x
Cc1cccc(-c2noc(CN(C)C(=O)c3ccoc3C)n2)c1	5	-15	-10	2	8	3.4	7	-3	-3	-0.4
O=C1c2ccccc2S(=O)(=O)N1CC1CC(c2ccc(Cl)cc2)=NO1 (stereo not drawn)	8	2	6	-4	-6	2.8	1	1	-9	-0.2
CCN(CC)CCCNC(=O)CNC(=O)c1nn(-c2ccc(OC)cc2OC)c(=O)c2ccccc12	3	-2	-14	0	10	1.9	-3	4	1	-0.2
CC(C)CC(NC(=O)OC(C)(C)C)c1cn([C@@H](Cc2ccc(O)cc2)C(=O)N2CCN(C(=O)OC(C)(C)C)CC2)nn1 (stereo partly drawn)	11	9	9	0	-15	1.5	4	1	-2	-0.1
Cc1sc(NC(=O)Cn2[nH]c(=O)c3ccccc3c2=O)nc1-c1ccccc1	11	-2	-6	6	-5	3.5	3	21	-10	-2.6
O=C(O)c1ccc(OCc2occc2C(=O)O)cc1	4	2	8	-3	8	-2.7	3	6	1	-0.1
COC(=O)c1cn(C(=O)c2ccc(OC)c(OC)c2)c2ccccc12	6	-12	-2	6	0	0.9	-11	-3	-3	0.3
Cc1cc(NC(=O)C(C)N2C(=O)c3ccccc3S2(=O)=O)no1 (stereo not drawn)	-2	-9	-10	5	13	2.7	2	-4	-7	0.0
O=C(CN1CCN(C(=O)c2cccc(F)c2)CC1)Nc1ccccc1F	6	1	-20	2	5	1.6	4	-1	7	0.7
Cc1ccc(Cl)cc1NC(=O)CSc1nnc(C)n1-c1ccccc1	-4	-4	13	-8	-1	-4.7	-1	-1	5	0.4
CC(C)CCOCC(=O)Oc1ccccc1C(=O)O	5	2	-10	3	0	-2.8	0	-1	-6	1.2
O=C(Nc1ccccc1C(=O)N1CCN(CCO)CC1)c1cccc([N+](=O)[O-])c1	8	-7	-10	0	5	1.6	-3	-1	0	0.2
COc1cc(Cl)c(C)cc1NC(=O)CSC1=NCCS1	-8	20	-7	-7	-3	-1.3	1	7	-2	-0.3
CN(Cc1ccccc1)C(=O)Cn1c(=O)oc2cc(S(=O)(=O)N3CCCC3)ccc21	12	0	-6	-1	1	-1.0	10	1	0	-0.1
CCC1=C(OC(=O)N(CC)CC)N2C(=O)OC(=NCC3CC3)[C@]2(Cc2ccccc2)[C@H]2C1=CC[C@H]1C(=O)N(C)C(=O)[C@H]12	15	-6	-3	-4	-6	-4.5	-8	0	1	0.2
Cc1c(CCOC(=O)c2cc([N+](=O)[O-])cc([N+](=O)[O-])c2)sc[n+]1CC(=O)c1ccc(Br)cc1	-1	-4	1	5	16	-0.2	4	12	1	0.5
CC1(C)CN(C(=S)Nc2ccc(F)cc2F)C1=O	-9	0	1	3	10	1.8	-1	-1	1	-0.2
N#C/C(=N\Nc1ccc(F)cc1)C(=N)N1CCCCCC1	7	-7	5	0	10	4.2	-4	-3	-4	0.6
COC(=O)[C@H](Cc1ccccc1)NCCCn1cnc(C(=O)Nc2ccc(C)c(C)c2)n1	0	-6	-14	7	0	-0.5	-2	-1	-3	0.6
O=S1(=O)[C@H]2C[C@@H]3C=C[C@@]2(CN1Cc1cccc(C(F)(F)F)c1)O3	9	3	-4	0	4	0.7	-3	-1	-5	-0.1
O=C1CSC(c2ccccc2F)N1c1ccccc1F (stereo not drawn)	-1	1	-4	-2	1	1.5	3	-3	12	0.2
O=C1c2ccccc2C(=O)N1c1ccc(Br)c2cccnc12	-5	10	8	-1	5	-0.3	2	0	-4	1.5
c1ccc(CNc2nc(CN3CCOCC3)nc3scc(-c4ccccc4)c23)cc1	-7	-9	0	-1	-6	-0.1	4	-5	5	0.3
COCCN(C(=O)/C=C/c1cccc([N+](=O)[O-])c1)c1c(N)n(Cc2ccccc2)c(=O)[nH]c1=O	0	-2	0	3	-3	1.5	2	2	1	-0.4
CC1([N+](=O)[O-])COC(c2cccc3ccccc23)OC1 (stereo not drawn)	-6	10	-4	0	-10	1.9	1	1	4	0.4
O=C(NC1CCCC(C(F)(F)F)C1)c1ccc([N+](=O)[O-])o1 (stereo not drawn)	4	6	-1	-1	-5	-0.3	-4	2	4	-0.3
Cc1cc(OC(C)C(=O)NCc2ccncc2)c2c(C)cc(=O)oc2c1 (stereo not drawn)	-1	-2	-259	-1	-2	-1.3	5	-1	0	7.4
CCN(CCCNC(=O)CNC(=O)c1nn(-c2ccc(OC)cc2OC)c(=O)c2ccccc12)c1cccc(C)c1	7	-5	11	-9	6	-1.0	-2	5	-25	1.1
O=C(Nn1c(=S)[nH]c2ccccc2c1=O)c1ccncc1	7	6	-5	0	1	0.3	2	1	-2	0.2
NS(=O)(=O)c1ccc(CCNC(=O)CSc2nc3ccsc3c(=O)n2CCCCC(=O)O)cc1	-6	4	-4	3	-2	0.3	6	0	-2	0.7
Cc1ccccc1NC(=O)Cc1nc(COC(=O)c2cc(Br)ccc2O)cs1	7	3	-1	1	-21	-0.3	1	2	0	-0.3
Cc1nn(CC(=O)NCCCc2ccccc2)c(C)c1[N+](=O)[O-]	-11	7	1	-1	3	0.8	4	-2	3	-0.1
CCOC(=O)C1(CCCc2ccccc2)CCN(C2CCN(C(C)=O)CC2)CC1	-1	6	-4	-3	-4	1.0	1	-9	3	1.1
O=C(NC(=S)N1CCOCC1)c1ccc(F)cc1	19	-2	3	4	5	-0.7	2	0	2	0.0
CCOc1cc(/C=N/OC(C)=O)ccc1OCc1ccccc1	0	-3	-5	-3	0	1.1	0	-5	-5	0.0
Cc1cc(C)cc(OCC(=O)OCC(=O)c2c(N)n(C)c(=O)n(C)c2=O)c1	-2	3	-1	1	8	1.3	4	-1	-2	0.2
CC(NC(=S)Nc1ccc(OC(F)F)c(Cl)c1)C(C)(C)C (stereo not drawn)	7	-1	8	7	-23	0.5	-3	2	2	0.2
CN=c1scc(C)n1/N=C/c1ccc(O)cc1O	-9	-1	-4	-5	-11	3.8	-4	5	-11	-2.6
N#C/C(=C\c1cn(CC(=O)O)c2ccccc12)C(=O)NCc1ccccc1	17	3	-2	3	-4	0.2	1	9	1	0.3
Cc1cccc(CN2CCSCCS2(=O)=O)c1	8	11	-13	1	7	x	2	0	1	-0.1
COc1ccc(CNC(=O)c2c(O)c3cccc4c3n(c2=O)CCC4)cc1	0	4	-2	0	13	-2.4	5	2	-4	-0.5
Cc1ccc(NC(=O)Cn2nnc3ccccc3c2=O)cc1	-4	3	-4	3	-5	3.2	0	3	-1	-0.3

Ordered by value in ADAM10 inh (rising): 4 of the compounds above.
smiles	ARFGAP1 inhibitor	ASAP1 inh	ADAM10 inh	NPR1 activator	sPLA2-III inh	GC-B act	Tn6 DDE FP	KLK7 zymogen act
Cc1cc(OC(C)C(=O)NCc2ccncc2)c2c(C)cc(=O)oc2c1 (stereo not drawn)	-1	-2	-259	-1	-2	5	0	7.4
Cc1cccc(CN2CCSCCS2(=O)=O)c1	8	11	-13	1	7	2	1	-0.1
CN=c1scc(C)n1/N=C/c1ccc(O)cc1O	-9	-1	-4	-5	-11	-4	-11	-2.6
COCCN(C(=O)/C=C/c1cccc([N+](=O)[O-])c1)c1c(N)n(Cc2ccccc2)c(=O)[nH]c1=O	0	-2	0	3	-3	2	1	-0.4

Next section
SMILES	ARFGAP1 inhibitor	ASAP1 inh	ADAM10 inh	NPR1 activator	sPLA2-III inh	GAA850 FXN act	GC-B act	rCAG RNA binder	Tn6 DDE FP	KLK7 zymogen act
C=CCNC(=O)c1onc(CSc2ccc(OC)cc2)c1C(=O)O	9	-11	-2	2	6	4.1	5	2	6	-0.5
Cc1nn2cc(-c3ccc(Cl)cc3)cnc2c1Cl	-11	10	-2	0	5	7.7*	-3	-2	4	-0.2
C=C(c1ccccc1)c1ccc(N(C)C)cc1	-10	21	-7	1	3	2.3	5	3	0	0.2
COc1ccc(CN2C(=NC(=O)c3ccccc3)SC3CS(=O)(=O)CC32)cc1 (stereo not drawn)	-19	-7	4	2	1	2.8	1	1	1	-0.1
Cc1ccc(N2C(S)=C(C#N)C(=O)NC2c2cccs2)cc1 (stereo not drawn)	6	-3	2	5	13	1.0	2	6	3	0.2
CN(C(=O)COC(=O)c1cccnc1Cl)C1CCCCC1	7	10	-3	3	-3	2.6	3	-1	-1	0.2

The order is random. About 4.5% of those tested had a hit in this group.
